# High-throughput results as filed in PubChem.
# Tau FP inhib: qHTS for Inhibitors of Tau Fibril Formation, Fluorescence Polarization; Microtubule-associated protein tau (Homo sapiens), P10636; K18 P301L tau heparin fibrillization, Alexa594 FP, 6 h; Potency, µM (top dose mostly 57.7 µM), for the others: top-dose activity, negative = inhibition, most hits filed as inhibitors; actives 0.39% (n = 280,000); note: potency is the fitted concentration of half-maximal effect; % is set by controls: 0 for no effect and ±100 for the full control effect; nearly all actives have a fitted effect of over 55% in size
# Target sequence (P10636 561-689 P618L limits assumed): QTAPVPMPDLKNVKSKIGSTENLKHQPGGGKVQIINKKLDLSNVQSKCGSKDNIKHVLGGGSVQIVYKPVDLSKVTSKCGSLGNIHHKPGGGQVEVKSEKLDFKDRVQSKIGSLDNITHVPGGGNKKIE
#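 Heparin (20 uM) drove fibril formation of recombinant tau K18 P301L, 15 uM unlabeled with 0.24 uM Alexa 594 label, for 6 hr at 37 C in 100 mM sodium acetate pH 7. Fluorescence polarization (555/632 nm) read 1 hr after 30 uM ThT.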
# NPSR antagonist: qHTS Assay for Antagonists of the Neuropeptide S Receptor: cAMP Signal Transduction. actives 1% (n = 220,000). Potency, µM (series often up to 38.3 µM), without a hit: at the highest dose activity change, negative = inhibition, most hits filed as inhibitors. CHO-NPSR cells, cAMP TR-FRET, antagonist mode. AID 1461, 2008; note: potency is the fitted concentration of half-maximal effect; % is set by controls: 0 for no effect and ±100 for the full control effect; nearly all actives have a fitted effect of over 50% in size; many of its hits are not listed in these tables
# CBFb RUNX1 block: qHTS Assay for Compounds Blocking the Interaction Between CBF-beta and RUNX1 for the Treatment of Acute Myeloid Leukemia; Runt-related transcription factor 1 (Homo sapiens) + Core-binding factor subunit beta …; AlphaScreen CBFb-His/RUNX1-biotin binding, biochemical; Potency, µM (series often up to 59.8 µM), inactives show at the top dose activity, negative = inhibition, usual class: inhibitors; 230,000 tested, under 10 active; AID 1477, 2009; note: % of control where 0% means no effect
#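 Inhibition was taken as any reduction in AlphaScreen signal from the CBF-beta–RUNX1 pair (His and biotin tags, 30 nM each), measured after compound (15 min) and bead (90 min) incubations at room temperature.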
# Tau fluor counter: Counterscreen qHTS for Inhibitors of Tau Fibril Formation, Fluorescence Polarization. Potency, µM (top dose mostly 57.7 µM), for inactives: top-dose activity change, negative = decrease. AID 1463, 2008. tau K18 P301L Alexa594 fluorescence, heparin fibrillization. actives 0.93% (n = 280,000); note: potency is the fitted concentration of half-maximal effect; % is set by controls: 0 for no effect and ±100 for the full control effect; nearly all actives have a fitted effect of over 55% in size
#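 Human tau K18 P301L (15 uM unlabeled, 0.24 uM Alexa 594-labeled) in 100 mM sodium acetate pH 7 with 20 uM heparin, 6 hr at 37 C. ThT 30 uM added, 1 hr ambient; Alexa 594 FP and total fluorescence read at 555/632 nm.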
# TR SRC2 fluor cs: Total Fluorescence Counterscreen for Inhibitors of the Interaction of Thyroid Hormone Receptor and Steroid Receptor Coregulator 2; Potency, µM (titrated, usually from 106 µM), inactives show at the highest dose fluorescence change, negative = quenching; actives 0.29% (n = 280,000); TRb/SRC2 Texas Red total fluorescence interference; active = well fitted curve in either direction with a large enough effect; inconclusive = small, poorly fitted or top-dose-only effect; note: potency is the fitted concentration of half-maximal effect; % is set by controls: 0 for no effect and ±100 for the full control effect
#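 Human TRb ligand-binding domain at 0.6 uM with 20 nM Texas Red SRC2 peptide in Tris buffer containing 1 uM T3 and 5% DMSO, incubated with compound 5 h at ambient temperature. Total fluorescence (555/632 nm) calculated as parallel + 2 × perpendicular.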
# Epigenetic derep: Quantitative High-Throughput Screen for Regulators of Epigenetic Control; murine LDR cells, GFP reporter derepression, 30 h; Potency, µM (doses to about 53.9 µM), inactives show at the highest dose GFP activation, hits mostly activators; actives 0.2% (n = 280,000); AID 1865, 2009; note: potency is the fitted concentration of half-maximal effect; % of control where 0% means no effect; nearly all actives have a fitted effect of over 60% in size
#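 Reporter derepression read as number of fluorescent GFP-positive objects, 20-120 um in size, counted by laser-scanning cytometer. Mouse LDR line with an epigenetically silenced CMV-GFP locus; compound incubation 30 h, 37 C.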
# aGal spleen mod: qHTS Assay for Inhibitors and Activators of Human alpha-Galactosidase From Spleen Homogenate; Alpha-galactosidase A (Homo sapiens), P06280; human spleen homogenate, 4MU-alpha-Gal fluorescence, 40 min; Potency, µM (titrated, usually from 80 µM), for inactives: at the highest dose activity change, negative = inhibition, hits mostly inhibitors; actives 0.008% (n = 240,000); AID 2107, 2009;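 note: potency is the fitted concentration of half-maximal effect; 0% = enzyme with vehicle and -100% = no enzyme basal signal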
# Target sequence (P06280 32-429 limits assumed): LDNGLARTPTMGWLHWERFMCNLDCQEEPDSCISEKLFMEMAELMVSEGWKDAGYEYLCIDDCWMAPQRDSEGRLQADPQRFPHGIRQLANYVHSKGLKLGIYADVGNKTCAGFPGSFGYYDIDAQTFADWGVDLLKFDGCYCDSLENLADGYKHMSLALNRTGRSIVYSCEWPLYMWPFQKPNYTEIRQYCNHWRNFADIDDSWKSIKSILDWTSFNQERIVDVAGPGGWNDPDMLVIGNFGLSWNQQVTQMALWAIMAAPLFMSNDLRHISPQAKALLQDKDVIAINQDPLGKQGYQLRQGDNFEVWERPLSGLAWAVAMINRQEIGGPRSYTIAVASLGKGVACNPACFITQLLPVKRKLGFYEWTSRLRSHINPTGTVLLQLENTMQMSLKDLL
#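 qHTS titration in buffer at pH 5.0. Alpha-galactosidase activity in spleen homogenate was measured via 4-methylumbelliferone release from 1 mM fluorogenic substrate after 40 min at 37C and a pH 10 stop. AC50 came from Hill fits of control-normalized data.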
# TRb-SRC2 inh: qHTS for Inhibitors of the Interaction of Thyroid Hormone Receptor and Steroid Receptor Coregulator 2 | Thyroid hormone receptor beta (Homo sapiens), P10828 | TRbeta-SRC2 peptide binding, fluorescence polarization; receptor liganded with 1 µM T3 | Potency, µM (series often up to 106 µM), for the others: at the highest dose activity change, negative = inhibition, usual class: inhibitors | actives 0.065% (n = 280,000) | AID 1469, 2008;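 note: potency is the fitted concentration of half-maximal effect; plate controls were bound peptide for no effect and peptide without receptor for full effect; nearly all actives have a fitted effect of over 50% in size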
# Target sequence (P10828 whole entry, looked up): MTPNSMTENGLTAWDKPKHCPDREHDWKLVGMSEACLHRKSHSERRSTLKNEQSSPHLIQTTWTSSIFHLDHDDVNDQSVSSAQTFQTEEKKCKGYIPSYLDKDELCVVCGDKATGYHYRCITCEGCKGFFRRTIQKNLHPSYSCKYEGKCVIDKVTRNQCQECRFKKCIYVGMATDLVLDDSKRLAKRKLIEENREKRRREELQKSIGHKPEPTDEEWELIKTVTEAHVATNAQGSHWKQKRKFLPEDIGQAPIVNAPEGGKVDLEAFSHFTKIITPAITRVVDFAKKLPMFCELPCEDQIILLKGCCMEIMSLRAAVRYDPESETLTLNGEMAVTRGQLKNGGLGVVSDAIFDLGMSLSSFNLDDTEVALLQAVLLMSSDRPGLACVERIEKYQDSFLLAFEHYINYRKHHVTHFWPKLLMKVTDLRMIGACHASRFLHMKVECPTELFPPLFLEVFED
#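 Binding of a 20-amino-acid Texas Red SRC2 peptide (20 nM) to TRb ligand-binding domain (0.6 uM) with agonist T3 at 1 uM was followed by fluorescence polarization after a 5 hr room-temperature incubation.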
# The depositor's hits bear a star; ? = inconclusive; . = not tested or not shown; [ ] = remark or other dose. Unless noted, calls come from the whole dose curve; as a rule, active = well fitted curve in the direction sought with a large enough effect; inconclusive = small, poorly fitted or top-dose-only effect, or another doubt; inactive = no such curve, though single readings can be large; an effect the other way counts as inactive or inconclusive. Not all compounds are listed (hit frequency here may not be typical).
SMILES,Tau FP inhib,NPSR antagonist,CBFb RUNX1 block,Tau fluor counter,TR SRC2 fluor cs,Epigenetic derep,aGal spleen mod,TRb-SRC2 inh
COc1ccccc1NC(=O)C(=O)N1CCCC1,2%,17%,-1%,0%,-4%,-2.8%,-1%,-8%
Cc1cc(F)c(F)c(C(=O)N2C(C)CCCC2C)c1Cl (stereo not given),0%,-19%,4%,12%,-3%,0.0%,2%,0%
CC(=O)c1ccc(NC(=O)C2CCCN(S(=O)(=O)c3c(C)[nH]c(=O)[nH]c3=O)C2)cc1 (stereo not given),7%,4%,-11%,6%,2%,-0.4%,9%,3%
CC(=O)OCC(=O)NCC(=O)c1c[nH]c2ccccc12,1%,8%,4%[2.36 µM],-5%,-2%,13%,-3%,4%
O=C(CCCc1ccccc1)N1CCN(c2ccc([N+](=O)[O-])cc2)CC1,-5%,?,-7%,-20%,-1%,-0.9%,8%,8%
O=C(c1cccc(Cl)c1)N1CCCC(c2ccc(Cl)cc2)=N1,-20%,?,15%,-24%,-2%,-2.1%,-3%,-3%
Nn1c(SCC(=O)NC(=O)Nc2ccc3c(c2)OCCO3)nnc1C1CC1,8%,5%,1%,6%,-1%,0.1%,-1%,4%
Cc1cc(OCCCN2CCN(Cc3ccccc3)CC2)ccc1[N+](=O)[O-],4%,2%,-9%,-8%,0%,-1.8%,-19%,-2%
Nc1nc(Sc2ccc(C(F)(F)F)cc2[N+](=O)[O-])n[nH]1,-13%,4%[46.1 µM],-6%,-11%,-5%,0.1%,-1%,1%
CC[C@H](C)[C@H](NC(N)=O)C(=O)NCCc1ccc(Cl)cc1,-4%,2%,8%,-8%,0%,-0.5%,3%,-4%
Cc1cccc(-c2nc3scc(CCNS(=O)(=O)c4c(C)noc4C)n3n2)c1,-12%,.,.,-25%,0%,0.7%,.,-10%
CC(C)c1ccc(NC(=O)C2CCCN(S(=O)(=O)c3cccc4cccnc34)C2)cc1 (stereo not given),?,.,.,-15%,0%,-3.2%,.,-2%
CC1CCCC(C)N1S(=O)(=O)c1ccc(S(=O)(=O)NCCc2ccncc2)cc1 (stereo not given),-4%,-3%[46.1 µM],6%,-7%,1%,0.0%,4%,-10%
Cc1nc(SCC(=O)c2cc3ccccc3oc2=O)c(C#N)c(C)c1C(=O)Nc1ccccc1,-1%,-20%[46.1 µM],-1%,-4%,0%,-1.1%,-2%,8%
Cc1ccc(N(C(C)C(=O)Nc2ccccc2C(=O)N2CCOCC2)S(C)(=O)=O)cc1C (stereo not given),3%,-3%[46.1 µM],7%,2%,-1%,-2.6%,-4%,5%
CCOC(=O)c1cc(OC(=O)c2cccc([N+](=O)[O-])c2)n(-c2ccccc2)n1,4%,-4%[46.1 µM],-8%,-16%,1%,0.0%,-5%,5%
Cc1ccccc1NC(=S)N(CCc1c(C)[nH]c2ccc(F)cc12)Cc1ccncc1,6%,-56%,-9%,?,-2%,0.3%,-11%,-5%
COc1ccc(/C=N/N2CCOCC2)cc1COc1ccc(F)cc1,13%,-22%,-21%,-29%,-3%,0.1%,-8%,-4%
Cc1ccc(O)c(-c2cc3ccccc3[nH]2)c1,11%,9%[46.1 µM],-5%,16µM*[quencher],-6%,2.2%,22%,-8%
COC(=O)c1ccc(N2NC(=O)/C(=C/c3ccc(-c4ccc(Cl)c(C(=O)O)c4)o3)C2=O)cc1,?,-19%,?,?,-9%,2.2%,3%,4%
CCCCC[n+]1ccn(C2=C([O-])c3ccccc3C(=O)/C2=N\S(=O)(=O)c2ccc(Br)cc2)c1,?,10%,-6%,?,-3%,-1.2%,9%,-1%
Cc1cccc(S(=O)(=O)Nc2ccc(-c3nc4ccc(C)cc4s3)cc2)c1,?,-28%,-9%,?,3%,-3.0%,?,3%
C[C@@H](Nc1nc(-c2ccccc2)nc2c1oc1ccccc12)C(=O)O,2%,-12%[46.1 µM],0%,3%,-6%,-1.2%,9%,-5%
Cc1cccc(Cn2c(SCc3ccc(C(=O)NC4CCCC4)cc3)nc3cccnc32)c1,6%,.,.,-10%,6%,0.0%,.,0%
COC(=O)CCCC1=CC2=C(c3ccccc3)C(=O)C(C)(OC(=O)C3CCCC3)C(=O)C2=CN1CCc1ccccn1 (stereo not given),-2%[11.6 µM],-5%,4%[13.1 µM],-13%[11.6 µM],-3%[11.2 µM],1.3%,2%[17.5 µM],-6%[11.2 µM]
Cn1c(N)c(C(=O)COC(=O)c2nc(Cl)ccc2Cl)c(=O)n(C)c1=O,1%,1%,0%,8%,-1%,-2.2%,-4%,3%
FC(F)(F)c1nnc2sc(-c3ccco3)nn12,-3%,6%[46.1 µM],14%,-11%,-2%,0.6%,1%,-4%
CCOC(=O)c1cc(C)n(Cc2ccccc2)c1C,-4%,2%[46.1 µM],-1%,-9%,-5%,-1.6%,14%,0%
O=C(Nc1cc(C(F)(F)F)ccc1N1CCCC1)c1ccc2c(c1)OCO2,2%,28%[46.1 µM],-2%,-22%,-1%,0.0%,1%,10%
C=CCn1c(SCC(=O)Nc2ccc3c(c2)OCO3)nnc1-c1ccccc1,0%,-10%[46.1 µM],6%,-16%,2%,9.3%,11%,5%
CCCN1/C(=C(/C#N)C2=NS(=O)(=O)c3ccccc32)N(C)c2ccccc21,-2%,-26%[46.1 µM],3%,-4%,-2%,-5.8%,0%,-4%
COCC(C)NCc1cccc(C)c1 (stereo not given),2%,1%[46.1 µM],0%,-1%,-1%,1.8%,-3%,3%
N#Cc1cccc(CSc2nnc(CCCO)n2-c2ccccc2)c1,2%,-14%[46.1 µM],3%,-3%,2%,1.8%,-3%,-3%
Cc1ccccc1-c1nc(CN2CCCC2c2ccc(F)cc2)c(C)o1 (stereo not given),3%,47%,7%,-9%,-2%,0.2%,7%,-3%
NC(=O)c1ccccc1NC(=S)NC(=O)CCc1ccccc1,-3%,16%,0%,-17%,-4%,4.1%,2%,-1%
CC(C)Oc1cccc(C(=O)NC(=S)Nc2ccc(N3CCN(C)CC3)cc2)c1,?,-18%,?,?,-8%,1.1%,-4%,-3%

# Not a retest: entries from further up.
SMILES,Tau FP inhib,NPSR antagonist,CBFb RUNX1 block,Tau fluor counter,TR SRC2 fluor cs,Epigenetic derep,aGal spleen mod,TRb-SRC2 inh
COC(=O)CCCC1=CC2=C(c3ccccc3)C(=O)C(C)(OC(=O)C3CCCC3)C(=O)C2=CN1CCc1ccccn1 (stereo not given),-2%[11.6 µM],-5%,4%[13.1 µM],-13%[11.6 µM],-3%[11.2 µM],1.3%,2%[17.5 µM],-6%[11.2 µM]
Cn1c(N)c(C(=O)COC(=O)c2nc(Cl)ccc2Cl)c(=O)n(C)c1=O,1%,1%,0%,8%,-1%,-2.2%,-4%,3%
FC(F)(F)c1nnc2sc(-c3ccco3)nn12,-3%,6%[46.1 µM],14%,-11%,-2%,0.6%,1%,-4%
CCOC(=O)c1cc(C)n(Cc2ccccc2)c1C,-4%,2%[46.1 µM],-1%,-9%,-5%,-1.6%,14%,0%
O=C(Nc1cc(C(F)(F)F)ccc1N1CCCC1)c1ccc2c(c1)OCO2,2%,28%[46.1 µM],-2%,-22%,-1%,0.0%,1%,10%
C=CCn1c(SCC(=O)Nc2ccc3c(c2)OCO3)nnc1-c1ccccc1,0%,-10%[46.1 µM],6%,-16%,2%,9.3%,11%,5%
CCCN1/C(=C(/C#N)C2=NS(=O)(=O)c3ccccc32)N(C)c2ccccc21,-2%,-26%[46.1 µM],3%,-4%,-2%,-5.8%,0%,-4%
COCC(C)NCc1cccc(C)c1 (stereo not given),2%,1%[46.1 µM],0%,-1%,-1%,1.8%,-3%,3%
N#Cc1cccc(CSc2nnc(CCCO)n2-c2ccccc2)c1,2%,-14%[46.1 µM],3%,-3%,2%,1.8%,-3%,-3%
Cc1ccccc1-c1nc(CN2CCCC2c2ccc(F)cc2)c(C)o1 (stereo not given),3%,47%,7%,-9%,-2%,0.2%,7%,-3%

# Remaining list, next part:
SMILES,Tau FP inhib,NPSR antagonist,CBFb RUNX1 block,Tau fluor counter,TR SRC2 fluor cs,Epigenetic derep,aGal spleen mod,TRb-SRC2 inh
CC(C)(C)n1nnnc1C(c1cc2cc3c(cc2[nH]c1=O)OCCO3)N1CCSCC1 (stereo not given),-1%,-5%[46.1 µM],-6%,-3%,1%,-5.5%,8%,-14%
Cc1ccc(C(C)C)c(OCC(=O)NN=C(CCl)CCl)c1,8%,-12%,-10%,0%,0%,1.0%,-2%,-1%
COc1ccc(Nc2nc3ccccc3nc2C)cc1,7%,-1%[46.1 µM],2%,?,-8%,0.9%,-2%,5%
Cc1nnc(SCC(=O)Nc2ccccc2)[nH]c1=O,2%,5%[46.1 µM],5%,-6%,-7%,-1.0%,0%,-8%
Cc1nc2ccccc2c2c1C(=O)N(C(C)C)C2=O,9%,5%[46.1 µM],0%,-8%,-1%,-1.1%,2%,-5%
O=C(c1ccc(=O)[nH]n1)N1CCN(S(=O)(=O)c2ccc3ccccc3c2)CC1,-4%,17%,-9%,-11%,-5%,-1.1%,-3%,-5%
N=C1C(c2nc3ccccc3s2)=C(O)CN1CCCO,6%,5%[46.1 µM],4%,-2%,-3%,2.9%,3%,-10%
CC(C)CN(CC(C)C)CC(O)CN(c1ccccc1)S(=O)(=O)c1ccccc1[N+](=O)[O-] (stereo not given),11%,?,0%,-16%,-3%,2.4%,-12%,-3%
